ATXN viability: Viability Counterscreen for Primary qHTS for Inhibitors of ATXN expression. S2 cells (HEK-293 line with an ATXN2-luciferase reporter) viability, CellTiter-Fluor protease fluorescence, 24 h. 0.49% of 400,000 active. Potency, µM (doses to about 56.7 µM), hits mostly cytotoxic; note: potency is the fitted concentration of half-maximal effect; nearly all actives have a fitted effect of over 40% in size
KB-3-1 cytotox: qHTS assay for MDR1-selective chemotherapeutics: Primary screen using the parental adenocarcinoma cell KB-3-1 | Potency, µM (doses to about 46.1 µM), without a hit: at the highest dose activity change, negative = cytotoxic, hits mostly cytotoxic | KB-3-1 viability, CellTiter-Glo ATP luminescence, 72 h | 1.4% of 400,000 active; note: potency is the fitted concentration of half-maximal effect; % is set by controls: 0 for no effect and ±100 for the full control effect; nearly all actives have a fitted effect of over 60% in size
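Parental KB-3-1 viability, qHTS format: 72 h compound exposure, 37 °C; CellTiter-Glo; media-only wells and DMSO plates as controls; concentration-effect fits on corrected data.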
MCF10A rereplic: A quantitative high throughput screen for small molecules that induce DNA re-replication in MCF 10a normal breast cells; AID 624296, 2012; MCF 10A DNA re-replication, Hoechst nuclear intensity, 48 h; 2.9% of 350,000 active; Potency, µM (highest dose often 46.1 µM), without a hit: at the top dose activity, positive = re-replication, usual class: activators; note: potency is the fitted concentration of half-maximal effect; % of control where 0% means no effect; nearly all actives have a fitted effect of over 50% in size
HT1080 IDH1KD tx: qHTS for induction of synthetic lethality in tumor cells producing 2HG: qHTS for the HT-1080-IDH1KD cell line | 2% of 360,000 active | Potency, µM (doses to about 46.1 µM), inactives show top-dose activity, negative = toxicity, most hits filed as cytotoxic | HT-1080 IDH1 knockdown viability, ATP luminescence, 48 h;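 note: potency is the fitted concentration of half-maximal effect; 0% = DMSO wells and -100% = cell-free medium wells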
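Viability of IDH1-knockdown HT-1080 fibrosarcoma cells was assessed by CellTiter-Glo after 48 h at 37 °C with titrated compound; concentration-effect curves were classified by fit quality and response size.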
IL1B secr inh: qHTS for Inhibitors of Inflammasome Signaling: IL-1-beta AlphaLISA Primary Screen. activity change, % at 57.5 µM. THP-1 LPS/ATP IL-1B secretion, AlphaLISA, 16 h; stronger effect = lower value. AID 743279, 2014. 4.7% of 360,000 active; in the data active = activity change below about -50%; inconclusive = mostly about -30% to -49%; note: % is set by controls: 0 for no effect and ±100 for the full control effect
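Secreted IL-1B measured by AlphaLISA bead assay after 16 h compound exposure of THP-1 cells; compounds (final up to 57.5 uM) added 1 h before LPS (250 ng/mL) and ATP (1.25 mM) stimulation; lower signal means less secretion.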
HepG2 tox: qHTS for Inhibitors of TGF-b: Cytotox Counterscreen. HepG2 CAGA-GFP viability, ATP luminescence, 18 h. Potency, µM (titrated, usually from 46.1 µM), for the others: top-dose activity change, negative = cytotoxicity, hits mostly cytotoxic. 0.76% of 410,000 active. AID 588856, 2011; note: potency is the fitted concentration of half-maximal effect; some results filed as inactive show a strong effect at the top dose
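HepG2 CAGA-GFP cells (1000/well, DMEM with 1% FBS) received compound, then TGF-beta at 500 pg/mL final, and were incubated 18 hours at 37 degrees C. Viability was read by CellTiter-Glo luminescence. Media-only wells were set as complete cell-killing and DMSO as no toxicity.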
HT1080-NT tox: qHTS for induction of synthetic lethality in tumor cells producing 2HG: qHTS for the HT-1080-NT fibrosarcoma cell line. HT-1080-NT fibrosarcoma viability, CellTiter-Glo ATP luminescence, 48 h. Potency, µM (series often up to 46.1 µM), for inactives: top-dose activity, negative = less viability, hits mostly cytotoxic. 1.6% of 360,000 active;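 note: NT is the 2HG producing partner of a matched IDH1 knockdown line; potency is the fitted concentration of half-maximal effect; 0% = DMSO-treated cells and -100% = media-only wells without cells; nearly all actives have a fitted effect of over 55% in size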
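Toxicity toward the 2HG-producing NT line was scored as %Activity, normalised to DMSO and no-cell wells, from CellTiter-Glo luminescence after 48 hours' treatment.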
ATXN2 expr inh: Primary qHTS for Inhibitors of ATXN expression. HEK-293 ATXN2-luciferase reporter, luminescence, 24 h. Potency, µM (series often up to 57 µM), for the others: at the highest dose activity change, negative = inhibition, actives largely listed as inhibitors. 0.72% of 360,000 active; note: potency is the fitted concentration of half-maximal effect; % is set by controls: 0 for no effect and ±100 for the full control effect; nearly all actives have a fitted effect of over 55% in size
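ATXN2-luciferase reporter cells (luciferase flanked by upstream and downstream ATXN2 gene portions) were treated 24 h at 37 °C with compounds at up to 57 uM. SteadyGlo luminescence gave expression; GF-AFC fluorescence gave viability.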
SW480 rerep: A quantitative high throughput screen for small molecules that induce DNA re-replication in SW480 colon adenocarcinoma cells. Potency, µM (top dose mostly 46.1 µM), inactives show top-dose re-replication activation, actives largely listed as activators. SW480 DNA re-replication, Hoechst DNA content imaging, 48 h. 1.8% of 340,000 active. AID 624297, 2012; note: potency is the fitted concentration of half-maximal effect; % of control where 0% means no effect; nearly all actives have a fitted effect of over 55% in size
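Cells (250 per well) received 23 nL compound or DMSO by pin tool and were kept 48 hr at 37 C, 5% CO2. Nuclei were then stained with Hoechst for 40 min and scanned for DNA content.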
An asterisk follows results filed as active; i = inactive; ? = inconclusive; nt = not tested or not shown; & = joins results of further samples; ! = not active in a repeat; [ ] = dose if it differs, or a comment. Unless noted, calls come from the whole dose curve; as a rule, active = well fitted curve in the direction sought with a large enough effect; inconclusive = small, poorly fitted or top-dose-only effect, or another doubt; inactive = no such curve, though single readings can be large; an effect the other way counts as inactive or inconclusive.

SMILES | ATXN viability | KB-3-1 cytotox | MCF10A rereplic | HT1080 IDH1KD tx | IL1B secr inh | HepG2 tox | HT1080-NT tox | ATXN2 expr inh | SW480 rerep
Oc1c(C(c2ccc(F)cc2)N2CCc3ccccc3C2)sc2ncnn12 (stereo not given) | i | -13% | -1% | -4% | -16 | -16% | -12% | 4% | -4%
CCc1nc(-c2cc3ccc(C)cc3[nH]c2=O)no1 | i | 30% | 4% | 10% | -9 | -36% | 0% | 26% | -6%
CCOC(=O)N1CCN(c2c(NCCN(C)Cc3ccccc3)c(=O)c2=O)CC1 | i | -6% | -9% | 3% | -2 | 0% | 0% | -1% | -2%
Cc1ccc(/C=N/Nc2nc3ccccc3[nH]2)s1 | ? | -13% | ? | -7% | -108* | -17% | 1% | -27% | ?
CCOc1ccc(CN(C)C(=O)CNC(=O)c2cc(OC)c(OC)c(OC)c2)cc1 | i | 4% | -3% | 1% | 6 | -43% | 10% | nt | ?
COc1ccccc1N1CCN(C(=O)c2cc3c(s2)-c2ccccc2OC3)CC1 | i | -3%&-4% | 32% | ? | -18 | -17%&-22% | ? | ? | 5%
N#C/C(=N/Nc1ccc([N+](=O)[O-])cc1)C(=N)N1CCCCC1 | i | -3% | -4% | -13% | -20 | -9% | -3% | 89%[activator][11.3 µM] | -5%
O=C(O)c1ccc(COc2ccc(CO)cc2Cl)cc1 | i | -3% | -6% | 8% | 18 | -5% | -5% | 5% | 3%
COc1ccc(-c2nnc(SCC(=O)NC3CC3)o2)c(OC)c1 | i | 1% | 0% | 0% | -3 | -1% | 2% | 25% | -16%
COc1ccc(OC)c(N(CC(=O)NCCSCc2ccco2)S(=O)(=O)c2ccc(OC)c(OC)c2)c1 | i | 1% | 7% | -4% | 18 | -1% | -8% | -7% | -4%
COCc1nnc(NC(=O)CCCOc2ccccc2)s1 | i | 8% | -182%[0.0737 µM] | 20% | -5 | 2% | 2% | -4% | -9%
CCCSc1nnc(NC(=O)Cc2coc3cc(C)ccc23)s1 | i | 4% | nt | nt | nt | 3% | nt | 7% | nt

Shown tab-delimited: 6 of the compounds above.
canonical_smiles	ATXN viability	KB-3-1 cytotox	MCF10A rereplic	HT1080 IDH1KD tx	IL1B secr inh	HepG2 tox	HT1080-NT tox	ATXN2 expr inh	SW480 rerep
COCc1nnc(NC(=O)CCCOc2ccccc2)s1	i	8%	-182%[0.0737 µM]	20%	-5	2%	2%	-4%	-9%
O=C(O)c1ccc(COc2ccc(CO)cc2Cl)cc1	i	-3%	-6%	8%	18	-5%	-5%	5%	3%
COc1ccc(-c2nnc(SCC(=O)NC3CC3)o2)c(OC)c1	i	1%	0%	0%	-3	-1%	2%	25%	-16%
COc1ccc(OC)c(N(CC(=O)NCCSCc2ccco2)S(=O)(=O)c2ccc(OC)c(OC)c2)c1	i	1%	7%	-4%	18	-1%	-8%	-7%	-4%
Oc1c(C(c2ccc(F)cc2)N2CCc3ccccc3C2)sc2ncnn12 (stereo not given)	i	-13%	-1%	-4%	-16	-16%	-12%	4%	-4%
CCc1nc(-c2cc3ccc(C)cc3[nH]c2=O)no1	i	30%	4%	10%	-9	-36%	0%	26%	-6%

Other records
SMILES | ATXN viability | KB-3-1 cytotox | MCF10A rereplic | HT1080 IDH1KD tx | IL1B secr inh | HepG2 tox | HT1080-NT tox | ATXN2 expr inh | SW480 rerep
COc1ccc(S(=O)(=O)NNC(=O)c2cc3c4ccccc4n(C)c3s2)cc1 | i | 2% | 12% | ? | 41 | -7% | -23% | 8% | ?
Cn1ncc(Cl)c1C(=O)N/N=C/c1cccc(OC2CSC2)c1 | i | -20% | -3% | 2% | -7 | -10% | -8% | 0% | 197%
NC(=O)C1CCCN(C(=O)c2ccc3nc(Cc4cccc(Cl)c4)oc3c2)C1 (stereo not given) | i | 17% | 20% | 6% | 0 | 13% | 3% | 5% | -19%
CCCCS(=O)(=O)/C=C/[C@H]1[C@H](S(=O)(=O)CCCC)[C@H]2C=C[C@@H]1C2 | i | 2% | 4% | 8% | -10 | 1% | 12% | 4% | -3%
CC1(N2CCCCC2)CC2(O)C(=[N+]1[O-])CCC/C2=N\O (stereo not given) | i | 22% | -7% | 14% | 12 | -3% | 12% | -15% | 1%[9.22 µM]
COc1ccc(C2c3ccc4ccccc4c3Oc3ncn(CCCO)c(=N)c32)cc1OC (stereo not given) | ? | ? | 18µM* | 5.2µM* | -55* | -120% | 7.3µM* | ? | 18µM*
O=C(N/N=C/c1ccccc1O)c1cccc2ccccc12 | i | -26% | -9% | 9.2µM* | 98 | -21% | ? | nt | ?
CC(C)OCCCNC(=O)c1ccc2c(c1)NC(=O)c1ccccc1S2 | i | -38%&-3% | 17% | ? | 21 | -28%&-38% | -11% | -6%&0% | ?
c1ccc2c(c1)cnc1ccccc12 | i | -6%&-1% | 17%&2% | ? | -14&-6 | 35%&86% | ? | -15% | -9%&-2%
Cc1ccc(N2CC(C(=O)N3CCOCC3)CC2=O)cc1C (stereo not given) | i | 12% | 4% | 9% | 6 | -3% | 14% | 1% | -4%
O=C(CCN1CCN(Cc2ccccc2)CC1)NNC(=O)Nc1cccc([N+](=O)[O-])c1 | i | 14% | -31%[inhibitor] | 3% | i | 24% | 1% | -11% | ?
Cc1ccc2cc(-c3noc(C(C)(C)C)n3)c(=O)[nH]c2c1 | i | 7% | 7% | 18% | -3 | -18% | ? | 21% | 1%
O=C(CN1C(=O)NC2(CCOc3ccccc32)C1=O)Nc1cccc([N+](=O)[O-])c1 (stereo not given) | i | -1% | -1% | -6% | -11 | -20% | -7% | nt | -4%
COc1ccc(CCNc2nc(-c3ccc(Cl)cc3)cc(C(F)(F)F)n2)cc1OC | i | -15% | nt | nt | nt | -7% | nt | -7% | nt
CC(C)C1C(=O)N(Cc2cn(CCC3OCCO3)nn2)CCS(=O)(=O)N1Cc1ccc(-c2ccc(Cl)cc2)cc1 (stereo not given) | ? | ? | nt | ? | ? | -70% | 18µM* | 28µM* | nt
COc1ccc(/C=C/C(=O)Nc2cc(S(=O)(=O)N3CCOCC3)ccc2C)cc1OC | i | 10% | ? | ? | 30 | -12% | -3% | -3% | -41%
C/C(=N/NC(=O)CNC(=O)CCc1ccccc1)c1ccc(Cl)cc1 | i | 12% | 0% | 0% | -22 | 10% | -12% | 4% | -6%
COc1ccc(NC(=O)CSc2nnc(NC(=O)c3ccc(S(=O)(=O)N4CCOCC4)cc3)s2)cc1 | i | 0% | -1% | 2% | -9 | -17% | 19% | 18% | 2%
CCCOC(=O)c1c(NC(=O)c2cc3nc(-c4ccc(OC)cc4)cc(C(F)(F)F)n3n2)sc2c1CCCC2 | i | ? | nt | nt | nt | -11% | nt | -6% | nt
COc1cccc(C2CCCN2Cc2nc(-c3cnccn3)no2)c1 (stereo not given) | i | 0% | 7% | -4% | -6 | -1% | 3% | nt | -2%
CCOc1ccc(CN2CCN(Cc3cccn3-c3ncccn3)CC2CCO)cc1 (stereo not given) | i | -3% | 1% | -7% | -23 | -12% | 0% | 2% | -6%
Cc1cc(C)cc(OCCSc2nc3ccc(NC(=O)c4cccs4)cc3s2)c1 | i | -8% | nt | nt | nt | -18% | nt | -13% | nt
Cc1cc(Br)cc2c(C(=O)Nc3c(C)n(C)n(-c4ccccc4)c3=O)cc(-c3cccs3)nc12 | i | -2% | 9% | -27% | 38 | -1% | ? | -6% | -2%
C=CCn1c(=O)c2ccccc2n2c(SCC(=O)NCc3cccs3)nnc12 | i | -2% | 2% | 0% | -4 | 4% | 1% | 28% | -6%
O=C(Nc1ccccc1F)c1ccc2sc([C@@H]3O[C@H](CO)[C@H](O)[C@H](O)[C@H]3O)nc2c1 | i | 0% | nt | 9% | -10 | -25% | 2% | 11% | nt
COc1ccc(CCNC(=O)C2CC3Cn4c(nc5cc(Cl)c(Cl)cc54)C3N2C)cc1 (stereo not given) | i | 0% | -2% | 1% | 0 | -5% | 0% | 1% | 6%
NC(Cc1ccc(C(F)(F)F)cc1)c1csc(Nc2cc(NCc3ccco3)ncn2)n1 (stereo not given) | 25µM* | -4% | nt | 16µM* | ? | 20µM* | 23µM* | 14µM* | nt
CCOC(=O)c1ccc(NC(=S)NC(=O)COc2ccccc2)cc1 | i | 23% | -2% | 7% | 8 | 0% | -1% | 3% | -11%
CCCCCCCCCCCCCCCC[N+](C)(C)CCN(Cc1ccc(OC)cc1)c1ncccn1 | 25µM*! | ? | ? | 18µM* | 32 | 10µM* | 16µM* | 35µM*! | 0%
CCOc1ccc(N(C)S(=O)(=O)c2ccc(-c3ccc(=O)[nH]n3)s2)cc1 | i | 11% | 7% | 3% | 11 | -5% | -3% | -3% | -8%
Cc1ccc([N+](=O)[O-])cc1N/C=C1\CCCCC1=O | nt | -2% | 1% | 12% | -8 | -3% | 4% | 7%[11.3 µM] | -1%
CC(=O)Nc1ccc(NC(=O)c2cc(=O)c3cc(C)cc(C)c3o2)cc1 | i | -1% | 2% | 5% | 0 | -9% | 5% | 1% | -4%

Compound activity from PubChem BioAssay.
